aSyn 5UTR inh: MLPCN primary screen, SNCA 5' untranslated region; alpha-synuclein 5'UTR reporter, inhibitor activity; inhibition, % (tested at 7.5 µM); 300,000 compounds, 0.82% hits; AID 1813; in the data active means inhibition above about 60%;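 further: H4 neuroglioblastoma cells stably carrying SNCA 5'UTR luciferase fusion; 0% = DMSO wells and 100% = positive control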
KLF5 inhibitor: inhibitors of KLF5 expression; DLD-1 KLF5 promoter-luciferase reporter, luminescence; inhibition, % at 5 µM; 290,000 compounds, 0.23% hits; AID 1700;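 active means inhibition above a per-plate limit of that plate's mean compound inhibition plus 3 SD, cut at about 60% in these data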;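 further: 0% = DMSO wells and 100% = LY294002 at 200 µM; higher means less KLF5 promoter-driven luciferase light; inactives centre near -14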
IEC-6 tox: IEC-6 cytotoxicity, counter-screen for KLF5 inhibitors; inhibition, % at 5 µM; luminescence viability; 290,000 compounds, 0.78% hits; in the data active means inhibition above about 22%;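 further: 0% = plate median of test compound wells and 100% = cytotoxic reference compound wells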
TRPC6 act: activates the mouse TRPC6 cation channel; AID 2550; B-score at 10 µM; HEK293-TRPC6 membrane potential dye fluorescence; hits give high values; 310,000 compounds, 0.13% hits;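 active means B-score of the integrated fluorescence ratio above library mean plus 3 SD, and starting fluorescence ratio within library mean plus 5 SD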;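 further: higher score means more depolarization so channel activation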
Target sequence (Q61143 whole entry, looked up): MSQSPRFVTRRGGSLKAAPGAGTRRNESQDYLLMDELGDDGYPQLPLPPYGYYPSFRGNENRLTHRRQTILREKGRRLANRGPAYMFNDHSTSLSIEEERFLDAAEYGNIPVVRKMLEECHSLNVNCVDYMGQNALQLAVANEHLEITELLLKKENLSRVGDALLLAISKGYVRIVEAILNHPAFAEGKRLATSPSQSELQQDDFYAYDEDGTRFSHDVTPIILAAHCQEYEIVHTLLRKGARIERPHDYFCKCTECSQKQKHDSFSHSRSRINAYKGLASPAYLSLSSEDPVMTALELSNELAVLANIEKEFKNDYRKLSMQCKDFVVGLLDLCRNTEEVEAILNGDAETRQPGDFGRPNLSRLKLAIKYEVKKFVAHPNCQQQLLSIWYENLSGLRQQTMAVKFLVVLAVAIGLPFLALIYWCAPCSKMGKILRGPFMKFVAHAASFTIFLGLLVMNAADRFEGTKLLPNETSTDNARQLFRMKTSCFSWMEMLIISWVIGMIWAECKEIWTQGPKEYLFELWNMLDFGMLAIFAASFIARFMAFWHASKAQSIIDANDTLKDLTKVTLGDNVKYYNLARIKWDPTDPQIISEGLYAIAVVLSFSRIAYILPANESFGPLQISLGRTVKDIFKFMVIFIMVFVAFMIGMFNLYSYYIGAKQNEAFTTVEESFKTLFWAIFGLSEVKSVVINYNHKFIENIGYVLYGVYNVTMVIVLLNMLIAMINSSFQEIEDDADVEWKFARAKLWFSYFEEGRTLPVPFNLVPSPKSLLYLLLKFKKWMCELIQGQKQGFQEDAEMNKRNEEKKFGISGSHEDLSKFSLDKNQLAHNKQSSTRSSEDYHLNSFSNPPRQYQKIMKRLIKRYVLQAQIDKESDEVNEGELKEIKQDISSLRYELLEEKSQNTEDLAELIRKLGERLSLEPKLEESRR
TRPC4 potent: allosterically enhances the mouse TRPC4 cation channel. Q9QUQ5. 310,000 compounds, 0.42% hits. HEK293 TRPC4beta/mu-opioid, DAMGO EC20, Fluo-4 Ca2+ flux; hits give high values. B-score at 10 µM;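 active means B-score of calcium response area above 5 SD of library B-scores, with initial fluorescence ratio within 5 SD of library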;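 further: B-score of integrated fluorescence ratio over time as area under calcium response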
HIF activator: HIF pathway transcriptional activation; U2OS HRE-luciferase reporter, luminescence; normalized: DMSO 0%, desferrioxamine 100%; activation, % at 7.5 µM (by protocol); 300,000 compounds, 0.32% hits; AID 1910;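 active means mean activation of at least 10% of the iron chelator positive control signal, with at least half of replicates also reaching 10%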
SKKanGAS inh: SKKanGAS growth inhibition | 300,000 compounds, 1.3% hits | inhibition, % at 7.5 µM | S. pyogenes SKKanGAS, kanamycin growth, BacTiter-Glo, 6 h;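 active means mean replicate score, as percent of positive control median, at least 50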;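 further: strain carries kanamycin resistance gene driven by streptokinase promoter and grows in 40 µg/ml kanamycin; loss of luminescence reflects streptokinase promoter inhibition or plain growth inhibition; 0% = median of DMSO wells and 100% = positive control at its reference dose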
TRPC4 act: TRPC4 (mouse) channel activation; 310,000 compounds, 0.49% hits; HEK293 TRPC4beta/mu-opioid, Fluo4 calcium fluorescence; hits give high values; B-score at 10 µM;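 active means B-score above 5 SD of library B-scores, and initial fluorescence ratio not above library mean plus 5 SD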;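 further: positive B-score marks a calcium rise read as TRPC4 activation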
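Incubation: 45 min room-temperature Fluo4 loading, 110 s read / System: HEK293 cells stably co-expressing mouse TRPC4beta and mu-opioid receptor / Signal: Fluo4 fluorescence, kinetic / Control set: buffer (low) and maximal DAMGO (high) / Measure: integrated baseline-normalised fluorescence ratio, converted to per-well B score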
TRPC4 inh: inhibitors of mouse TRPC4 channel | HEK293 TRPC4beta/mu-opioid, DAMGO-evoked Fluo4 calcium flux; hits give low values | B-score at 10 µM | AID 2247 | 300,000 compounds, 0.39% hits | Q9QUQ5;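 active means B-score over 3 SD under the library average, no early fluorescence shift, positive overall ratio signal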
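Assay system: Stable TRPC4beta/mu-opioid receptor HEK293 cells | Reagent: DAMGO in two steps, submaximal then maximal | Compound dosing: Single concentration per test compound | Signal: Fluo4 Ca2+ flux fluorescence | Evaluation: Per-well B score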
TRPC6 inhibitor: blocks the mouse TRPC6 cation channel. HEK293-TRPC6, membrane potential dye, ACh-evoked depolarization; hits give low values. B-score at 10 µM. 310,000 compounds, 1.1% hits. AID 2553;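 active means B-score under library mean minus 3 SD, initial fluorescence not abnormally high, positive integrated signal ratio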;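 further: B-score derived from integrated fluorescence ratio over the kinetic read; more negative B-score means stronger inhibition of depolarization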
MrgX1 antagonist: blocks BAM8-22 activation of human MrgX1 receptor; 310,000 compounds, 1.3% hits; B-score at 10 µM; MRGX1-HEK293 calcium flux, Fluo-4, BAM8-22 antagonism; hits give low values; Q96LB2;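 active means calcium-response B-score plate-corrected more than 3 library SD below zero, starting fluorescence within 5 deviations, no agonist response on first addition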;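 further: peak minus trough fluorescence over baseline after final BAM8-22 challenge near maximal dose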
* hit, by the source's call; i = inactive; . = not tested or not shown.

1) Cc1ccsc1C(=O)NNC(=O)C1CCCCC1C(=O)O (stereo unspecified)
2) CCCCn1c(N)c(N(CCOC)C(=O)c2cc(-c3ccc(F)cc3)nc3ccccc23)c(=O)[nH]c1=O
3) CCc1cccc2c(C(=S)N3CCCC3)c[nH]c12
4) CC1CCC/C(=C\Nc2ccc3c(c2)OCO3)C1=O (stereo unspecified)
5) COc1cc2ccccc2cc1C(=O)N(CCN(C)C)c1nc2ccc(Br)cc2s1
6) CCN(CC)c1ccc(C=NCCc2ccc(S(N)(=O)=O)cc2)cc1
7) Cn1c(=O)n(CC(=O)OCc2ccccc2)c(=O)c2c1nc1n2CCCN1C1CCCCC1
8) O=C(N/N=C/c1ccc(OC(F)F)cc1)C1=COCCO1

screen / no. | 1 | 2 | 3 | 4 | 5 | 6 | 7 | 8
aSyn 5UTR inh | -19 | -1 | -24 | -119 | -7 | 11 | 9 | -59
KLF5 inhibitor | -166 | . | -17 | -24 | -9 | -35 | 13 | -129
IEC-6 tox | 2 | . | -2 | -13 | 6 | 6 | 10 | 0
TRPC6 act | i | i | i | i | i | i | i | i
TRPC4 potent | i | i | i | i | i | i | i | i
HIF activator | 5.8 | -32 | 0.3 | 2.2 | 0.4 | 0.0 | -0.1 | 0.4
SKKanGAS inh | 2 | 6 | 4 | 2 | 6 | 0 | 7 | 4
TRPC4 act | i | i | i | i | i | i | i | i
TRPC4 inh | i | i | i | i | i | i | i | i
TRPC6 inhibitor | i | i | i | i | i | i | i | i
MrgX1 antagonist | i | i | i | i | i | i | i | i

From entry 1 to 5, as listed above:
1) Cc1ccsc1C(=O)NNC(=O)C1CCCCC1C(=O)O (stereo unspecified)
2) CCCCn1c(N)c(N(CCOC)C(=O)c2cc(-c3ccc(F)cc3)nc3ccccc23)c(=O)[nH]c1=O
3) CCc1cccc2c(C(=S)N3CCCC3)c[nH]c12
4) CC1CCC/C(=C\Nc2ccc3c(c2)OCO3)C1=O (stereo unspecified)
5) COc1cc2ccccc2cc1C(=O)N(CCN(C)C)c1nc2ccc(Br)cc2s1

screen / no. | 1 | 2 | 3 | 4 | 5
aSyn 5UTR inh | -19 | -1 | -24 | -119 | -7
KLF5 inhibitor | -166 | . | -17 | -24 | -9
IEC-6 tox | 2 | . | -2 | -13 | 6
TRPC6 act | i | i | i | i | i
TRPC4 potent | i | i | i | i | i
HIF activator | 5.8 | -32 | 0.3 | 2.2 | 0.4
SKKanGAS inh | 2 | 6 | 4 | 2 | 6
TRPC4 act | i | i | i | i | i
TRPC4 inh | i | i | i | i | i
TRPC6 inhibitor | i | i | i | i | i
MrgX1 antagonist | i | i | i | i | i

Next entries.
9) O=C(NC1CCCCCCC1)c1c(Cl)cccc1Cl
10) CC(Oc1ccccc1)C(=O)NC1=NCCS1 (stereo unspecified)
11) O=C(Oc1cccc(OC(=O)c2ccco2)c1)c1ccco1
12) CCCNC(=S)NC1CC2CCCC(C1)N2CC(C)C (stereo unspecified)
13) O=C(NC1CC1)c1ccc2snnc2c1
14) O=C(CSc1ccccc1)NNC(=O)c1ccccc1O
15) COc1cc(/C=N/Nc2nc(C)cc(=O)[nH]2)ccc1O
16) COc1cc(NC(=O)c2cc(-c3cccc(O)c3)on2)cc(OC)c1OC

screen / no. | 9 | 10 | 11 | 12 | 13 | 14 | 15 | 16
aSyn 5UTR inh | -12 | -108 | 1 | 10 | 7 | -24 | -7 | -6
KLF5 inhibitor | . | -93 | -25 | -34 | -9 | 10 | -20 | -7
IEC-6 tox | . | 0 | -1 | 3 | -3 | -6 | -1 | 2
TRPC6 act | i | i | i | i | i | i | i | i
TRPC4 potent | i | i | i | i | i | i | i | i
HIF activator | 0.1 | 3.6 | -0.8 | -0.2 | -0.1 | -0.4 | -1.8 | 1.2
SKKanGAS inh | -7 | 7 | 0 | 9 | 8 | 3 | 1 | -7
TRPC4 act | i | i | i | i | i | i | i | i
TRPC4 inh | i | i | i | i | i | i | i | i
TRPC6 inhibitor | i | i | i | i | i | i | i | i
MrgX1 antagonist | i | i | i | i | i | i | i | i

17) COC(=O)C1=NN[C@H](C(=O)OC)[C@H]1c1ccccc1
18) Cc1n[nH]c(=S)n1/N=C/c1ccc(OCc2ccc(Cl)cc2Cl)cc1
19) O=S(=O)(NCCc1nnc2ccc(SCc3cccnc3)nn12)c1ccccc1
20) CC(C)CC(NC(=O)/C(=C/c1ccco1)NC(=O)c1ccc(Br)o1)C(=O)O (stereo unspecified)
21) CC(C)(C)c1ccc(C2=CC(c3ccccc3F)n3ncnc3N2)cc1 (stereo unspecified)
22) Cc1ncc([N+](=O)[O-])n1CCOC(=O)NC(NCc1ccccc1)C(Cl)(Cl)Cl (stereo unspecified)
23) COc1ccc(CCNC(=O)C2CCN(S(=O)(=O)c3ccc(OC)c(OC)c3)CC2)cc1
24) Cc1ccc(S(=O)(=O)N/N=C/c2cccn2-c2ccc(Cl)cc2)cc1

screen / no. | 17 | 18 | 19 | 20 | 21 | 22 | 23 | 24
aSyn 5UTR inh | 13 | -82 | -1 | -3 | -45 | 1 | 16 | 6
KLF5 inhibitor | -19 | -40 | -21 | -30 | . | -12 | -13 | -8
IEC-6 tox | -2 | -2 | -4 | -4 | . | -6 | 4 | 3
TRPC6 act | i | i | i | i | i | i | i | i
TRPC4 potent | i | i | i | i | i | i | i | i
HIF activator | -1.5 | 0.4 | -0.4 | -0.9 | 0.6 | -0.1 | 0.1 | -0.2
SKKanGAS inh | -3 | -2 | -9 | -1 | 12 | -14 | 3 | -5
TRPC4 act | i | i | i | i | i | i | i | i
TRPC4 inh | i | i | i | i | i | i | i | i
TRPC6 inhibitor | i | i | i | i | i | i | i | i
MrgX1 antagonist | i | i | i | i | i | i | i | i

25) COc1ccc(Nc2ncc3c(n2)CC(c2ccc(C)cc2)CC3=O)cc1 (stereo unspecified)
26) COc1nc2ccc(C)cc2cc1-c1noc(-c2cccnc2)n1
27) O=C(Cn1c(=O)c2cccn2c2ccccc21)NCc1cccc(F)c1
28) Cc1ccc(S(=O)(=O)NC(C)CCc2ccccc2)cc1 (stereo unspecified)
29) CC1(C)CC(=O)C2=C(C1)OC(N)=C([N+](=O)[O-])C2c1ccc(F)cc1 (stereo unspecified)
30) Cc1c(C(=O)O)oc2c1C(=O)CC(C)(C)C2
31) CSCCC(NC(=O)c1ccccc1Cl)C(=O)N(C)CC(=O)Nc1ccc(N2CCOCC2)cc1 (stereo unspecified)
32) O=C(NC1CC2CCC1C2)C1CCN(S(=O)(=O)c2ccc(-c3nn[nH]n3)cc2)CC1 (stereo unspecified)

screen / no. | 25 | 26 | 27 | 28 | 29 | 30 | 31 | 32
aSyn 5UTR inh | 13 | -17 | -8 | 1 | 2 | 16 | 3 | 2
KLF5 inhibitor | 5 | -25 | 5 | -12 | -17 | -20 | . | -23
IEC-6 tox | -5 | 1 | 2 | -7 | 0 | -6 | . | 0
TRPC6 act | i | i | i | i | i | i | i | i
TRPC4 potent | i | i | i | i | i | i | i | i
HIF activator | -0.8 | -0.4 | 0.0 | -0.1 | 0.2 | 0.2 | -0.1 | -0.8
SKKanGAS inh | 5 | -2 | 2 | 0 | -8 | -1 | 6 | -1
TRPC4 act | i | i | i | i | i | i | i | i
TRPC4 inh | i | i | i | i | i | i | i | i
TRPC6 inhibitor | i | i | i | i | i | i | i | i
MrgX1 antagonist | i | i | i | i | i | i | i | i

33) O=C(CSc1nnc(-c2cnccn2)n1Cc1ccco1)c1ccc(Cl)cc1
34) CC(=O)OC(C(=O)NC1CCCCC1)c1ccc(Cl)cc1 (stereo unspecified)
35) CC(Oc1ccc(Cl)cc1Cl)C(=O)NC(=S)N1CCc2ccccc21 (stereo unspecified)
36) CCOC(=O)c1sc(=NC(=O)c2ccc(S(=O)(=O)N3CC(C)OC(C)C3)cc2)n(C)c1C (stereo unspecified)
37) COc1ccc(CCNC(=O)CSc2nnnn2C)cc1OC
38) CN1CCc2c(sc(NC(=O)c3ccc(C(=O)c4ccccc4)cc3)c2C(N)=O)C1
39) N#Cc1c(N)[nH]c(=S)c(C#N)c1-c1ccccc1
40) COc1cc2nc(N(CCN(C)C)C(=O)c3ccc4ccccc4c3)sc2cc1OC

screen / no. | 33 | 34 | 35 | 36 | 37 | 38 | 39 | 40
aSyn 5UTR inh | 10 | 26 | 6 | 7 | 8 | -23 | -6 | -8
KLF5 inhibitor | -26 | -10 | 4 | -14 | 13 | -41 | -9 | -12
IEC-6 tox | 3 | 4 | 2 | 1 | -2 | 3 | -1 | 5
TRPC6 act | i | i | i | i | i | i | i | i
TRPC4 potent | i | i | i | i | i | i | i | i
HIF activator | -0.2 | -0.7 | 0.3 | 0.0 | -0.9 | -0.9 | -0.1 | -0.4
SKKanGAS inh | 6 | 6 | 104* | 4 | -1 | 3 | 1 | -9
TRPC4 act | i | i | i | i | i | i | i | i
TRPC4 inh | i | i | i | i | i | i | i | i
TRPC6 inhibitor | i | i | i | i | i | i | i | i
MrgX1 antagonist | i | i | i | i | i | i | i | i

41) CNC(=O)CSc1nnc(-c2ccccn2)n1Cc1ccco1
42) Cc1nc2ccccc2nc1SCC(=O)N1CCC(C)CC1
43) CN(Cc1ccn[nH]1)C(=O)C1CCC(=O)N(Cc2cccc(C(F)(F)F)c2)C1 (stereo unspecified)
44) Cc1sc2nc(SCC(=O)NCc3ccco3)n(Cc3ccccc3)c(=O)c2c1C
45) COc1ccc(CNC(=O)c2nn(-c3ccccc3)cc2OC)cc1
46) C=CCOc1c(Cl)cc(C(=S)N2CCCC2)cc1OCC

screen / no. | 41 | 42 | 43 | 44 | 45 | 46
aSyn 5UTR inh | 0 | 9 | -9 | 1 | 19 | -95
KLF5 inhibitor | -24 | -8 | 15 | 6 | -30 | 9
IEC-6 tox | -1 | -7 | 4 | 10 | -3 | 10
TRPC6 act | i | i | i | i | i | i
TRPC4 potent | i | i | i | i | i | i
HIF activator | -0.2 | -0.1 | -0.2 | 0.1 | -0.3 | 3.3
SKKanGAS inh | 1 | -11 | 3 | -4 | -4 | 5
TRPC4 act | i | i | i | i | i | i
TRPC4 inh | i | i | i | i | i | i
TRPC6 inhibitor | i | i | i | i | i | i
MrgX1 antagonist | i | i | i | i | i | -6.9*
